HT1080 IDH1KD tx – kills HT-1080 cells with IDH1 knockdown; HT-1080 IDH1 knockdown viability, ATP luminescence, 48 h; Potency, µM (titrated, usually from 46.1 µM), for the others: at the top dose activity, negative = toxicity, usual class: cytotoxic; 360,000 tested, 2% active; AID 686971;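 note: potency is the fitted concentration of half-maximal effect; 0% = DMSO wells and -100% = cell-free medium wells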
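Viability of IDH1-knockdown HT-1080 fibrosarcoma cells was assessed by CellTiter-Glo after 48 h at 37 °C with titrated compound; concentration-effect curves were classified by fit quality and response size.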
SW480 rerep – DNA re-replication induction in SW480 cells | SW480 DNA re-replication, Hoechst DNA content imaging, 48 h | Potency, µM (highest dose often 46.1 µM), inactives show at the highest dose re-replication activation, hits mostly activators | 340,000 tested, 1.8% active; note: potency is the fitted concentration of half-maximal effect; % of control where 0% means no effect; nearly all actives have a fitted effect of over 55% in size
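250 cells/well; 23 nL cpd via pin tool; 48 hr, 37 C, 5% CO2; Hoechst 40 min; imager read of total nuclear intensity, ex 405/em 500-530 nm.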
D3 ag – D3 dopamine receptor (human) agonism; max activation, %; D3R DiscoveRx beta-arrestin cells, luminescence, 90 min; 410,000 tested, 0.58% active; P35462; in the data active = max activation above about 30%; note: 0% is about no effect; mostly tested at two doses, the higher about 12 µM
Target sequence (P35462 whole entry, looked up): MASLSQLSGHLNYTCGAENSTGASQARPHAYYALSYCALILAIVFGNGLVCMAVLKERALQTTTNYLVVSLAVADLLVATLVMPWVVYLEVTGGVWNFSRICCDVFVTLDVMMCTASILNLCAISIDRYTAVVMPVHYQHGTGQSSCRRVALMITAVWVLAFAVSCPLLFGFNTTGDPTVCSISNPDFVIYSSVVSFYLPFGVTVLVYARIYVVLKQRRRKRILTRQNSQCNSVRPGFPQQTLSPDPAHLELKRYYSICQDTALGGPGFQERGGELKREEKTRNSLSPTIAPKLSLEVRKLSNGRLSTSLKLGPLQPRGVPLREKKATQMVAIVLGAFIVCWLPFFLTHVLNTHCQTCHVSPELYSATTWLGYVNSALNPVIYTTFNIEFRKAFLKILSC
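Agonist mode: compounds and dopamine controls were applied to plated cells for 90 min at 37 degrees C after an overnight attachment at 1500 cells/well. Luminescent read-out followed 30 - 60 minutes at room temperature with DiscoveRx detection reagent.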
D3 antag – D3 dopamine receptor (human) antagonism. P35462. D3R cells, DiscoveRx beta-arrestin luminescence, antagonist mode; active compounds read low. max response, negative = inhibition, %. 360,000 tested, 2.5% active. AID 652054; in the data active = max response below about -50%; inconclusive = no clear call, values can overlap the other calls; note: % is set by controls: 0 for no effect and ±100 for the full control effect; mostly tested at two doses, the higher about 12 µM
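Cells expressing the human receptor were seeded at 1500 cells/well, incubated overnight at 37 degrees C in 5% CO2, then exposed to library compounds with dopamine controls for 90 minutes at 37 degrees C before luminescent detection.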
HT1080NT lethal – kills 2HG-producing HT-1080-NT fibrosarcoma cells | HT-1080-NT fibrosarcoma viability, CellTiter-Glo ATP luminescence, 48 h | Potency, µM (series often up to 46.1 µM), for the others: at the highest dose activity, negative = less viability, hits mostly cytotoxic | 360,000 tested, 1.6% active | AID 686970;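 note: NT is the 2HG producing partner of a matched IDH1 knockdown line; potency is the fitted concentration of half-maximal effect; 0% = DMSO-treated cells and -100% = media-only wells without cells; nearly all actives have a fitted effect of over 55% in size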
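Compounds were tested in concentration-response format on HT-1080-NT cells for 48 hours at 37 degrees C. Cell viability came from CellTiter-Glo luminescence; curves were classified by r2, response magnitude and activity.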
IL1B secr inh – blocks inflammasome-driven IL-1 beta release; THP-1 LPS/ATP IL-1B secretion, AlphaLISA, 16 h; active compounds read low; activity change, % at 57.5 µM; 360,000 tested, 4.7% active; AID 743279; in the data active = activity change below about -50%; inconclusive = mostly about -30% to -49%; note: % is set by controls: 0 for no effect and ±100 for the full control effect
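Secreted IL-1B measured by AlphaLISA bead assay after 16 h compound exposure of THP-1 cells; compounds (final up to 57.5 uM) added 1 h before LPS (250 ng/mL) and ATP (1.25 mM) stimulation; lower signal means less secretion.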
GLP1R ag – agonists of human GLP-1 receptor; Potency, µM (highest dose often 45.6 µM), inactives show at the top dose activation, actives largely listed as activators; AID 624172; 380,000 tested, 0.007% active; HEK293 GLP-1R CRE-luciferase, luminescence, 4-6 h; cells express a hypersensitive GLP-1R form; note: potency is the fitted concentration of half-maximal effect; % of control where 0% means no effect
Target sequence (P43220 whole entry, looked up): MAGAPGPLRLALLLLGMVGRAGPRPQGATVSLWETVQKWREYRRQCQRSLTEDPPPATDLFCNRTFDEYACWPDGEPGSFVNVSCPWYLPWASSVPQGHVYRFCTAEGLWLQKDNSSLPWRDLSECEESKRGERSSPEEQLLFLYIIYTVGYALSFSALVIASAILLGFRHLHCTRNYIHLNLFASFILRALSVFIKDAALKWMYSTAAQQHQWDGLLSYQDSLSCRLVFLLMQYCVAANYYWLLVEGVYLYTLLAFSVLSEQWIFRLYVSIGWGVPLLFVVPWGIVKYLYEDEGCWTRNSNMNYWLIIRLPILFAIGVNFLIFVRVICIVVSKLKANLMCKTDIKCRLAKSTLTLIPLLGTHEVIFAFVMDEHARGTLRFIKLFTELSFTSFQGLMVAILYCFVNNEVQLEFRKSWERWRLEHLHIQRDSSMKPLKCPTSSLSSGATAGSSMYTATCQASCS
KB-3-1 cytotox – kills parental KB-3-1 adenocarcinoma cells; KB-3-1 viability, CellTiter-Glo ATP luminescence, 72 h; Potency, µM (titrated, usually from 46.1 µM), without a hit: at the top dose activity change, negative = cytotoxic, hits mostly cytotoxic; 400,000 tested, 1.4% active; note: potency is the fitted concentration of half-maximal effect; % is set by controls: 0 for no effect and ±100 for the full control effect; nearly all actives have a fitted effect of over 60% in size
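Cytotoxicity measured as CellTiter-Glo luminescence after 72 h at 37 C. Compound titrations were pinned onto drug-naive KB-3-1 parental adenocarcinoma cells grown in DMEM with 10% FBS, and normalized data fitted to concentration-response curves.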
KB-V1 MDR tox – kills drug-selected multidrug resistant KB-V1 cells; KB-V1 MDR cells viability, CellTiter-Glo, 72 h; Potency, µM (titrated, usually from 46.1 µM), inactives show at the highest dose activity change, negative = cytotoxicity, most hits filed as cytotoxic; AID 1347076; 400,000 tested, 3.4% active; note: potency is the fitted concentration of half-maximal effect; % is set by controls: 0 for no effect and ±100 for the full control effect; nearly all actives have a fitted effect of over 60% in size
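KB-V1 MDR subline cells in DMEM (phenol-red free, 10% FBS) exposed to compounds in qHTS concentration series for 72 h at 37 degrees C. Viability read by CellTiter-Glo luminescence; concentration-effect curves fitted after normalization and correction.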
* hit, by the source's call; ? = inconclusive; nt = not tested or not shown; [ ] = another dose, or the depositor's remark. Unless noted, calls come from the whole dose curve; as a rule, active = well fitted curve in the direction sought with a large enough effect; inconclusive = small, poorly fitted or top-dose-only effect, or another doubt; inactive = no such curve, though single readings can be large; an effect the other way counts as inactive or inconclusive.

SMILES	HT1080 IDH1KD tx	SW480 rerep	D3 ag	D3 antag	HT1080NT lethal	IL1B secr inh	GLP1R ag	KB-3-1 cytotox	KB-V1 MDR tox
Cc1ccc2nc(SC(C)C(=O)NCc3ccco3)[nH]c2c1 (stereo not drawn)	-7%	-5%	6	-9	0%	32	-5%	0%	-2%
O=C(CNc1ccccc1)N/N=C/c1c(O)ccc2ccccc12	12µM*	?	-7	15	10µM*	216	3%	16µM*	17%
O=C(C[C@@H]1C/C=C\CC[C@@H](Cc2ccc(F)cc2)C(=O)OC[C@@H](Cc2ccccc2)NC1=O)NCCO	7%	13%	16	2	16%	11	0%	0%	2%
S=C(NCc1cccnc1)Nc1ccc(Cl)cc1Cl	-1%	-4%	2	2	-4%	11	4%	-4%	?
CCCn1c(N)c(C(=O)CSc2nnc3ccccn23)c(=O)n(C)c1=O	11%	-11%	-2	8	6%	8	4%	-10%	-12%
O=C(Nc1ccccc1N1CCOCC1)c1cccc(NS(=O)(=O)c2ccc(F)c(F)c2)c1	-16%	13%	5	23	-23%	-6	16%	-8%	-4%
O=C(NCc1cn2ccsc2n1)Nc1ccc(Cl)cc1	24%	-3%	-6	-1	1%	3	0%	5%	-3%
Cc1ccc(N(C(=O)CNC(=O)c2ccco2)C(C(=O)NC2CCCC2)c2cccnc2)cc1C (stereo not drawn)	8%	-5%	-1	21	9%	25	3%	3%	10%
CCCN1C(=O)/C(=C\c2nc3ccccc3c(=O)[nH]2)c2ccccc21	-1%	10%	1	-14	-2%	23	0%	0%	?
CCc1c(C(C)S(=O)(=O)c2ccc(C)cc2)[nH]c(=O)n1-c1ccc(C)cc1 (stereo not drawn)	-2%	-1%	-2	-19	6%	-10	-11%	9%	12%
COc1ccc(NC(=O)Nc2ccc(C(=O)N3CCOCC3)cc2)cc1OC	-1%	3%	-9	-18	-3%	4	-2%	-4%	?
Cc1cc(=O)oc2c(CN(CC(C)C)CC(C)C)c(O)ccc12	0%	-2%	0	0	11%	0	-6%	13%	3%
Cc1ccc(NC(=O)C2CCN(S(=O)(=O)c3c(C)noc3/C=C/N(C)C)CC2)cc1	-3%	1%	-2	-11	-4%	?	4%	3%	-19%
CC(C)Cc1nnc(NC(=O)CCC(=O)N2CCCCC2)s1	1%	-2%	0	5	-1%	-5	-2%	-4%	12%
COc1ccc(-c2cc(=O)c(C(=O)c3ccc(C)cc3)n[nH]2)cc1	-2%	-5%	0	-3	-2%	0	0%	1%	0%
NC(=O)CSc1nnnn1-c1ccccc1Cl	16%	-4%	-6	?	9%	-4	0%	5%	1%
Cc1cc(C(=O)NCc2ccc3c(c2)OCO3)ccc1[N+](=O)[O-]	0%	-2%	0	-6	0%	12	0%	-13%	-22%
COc1ccc(C(=O)NC(=S)NCCc2ccccc2)cc1	6%	-1%	-1	2	-2%	12	10%	-4%	-5%
COc1ccccc1N1CCN(C(=O)c2cccc3c(=O)c(C)c(-c4ccccc4)oc23)CC1	-21%	1%	-5	37	-20%	1	-2%	-11%	-7%
Cc1noc(C)c1COc1ccc(CC(=O)NCCc2ccccn2)cc1	13%	-9%	21	12	?	16	12%	21%	12%
COc1cc(/C=C(\C#N)C(=O)NC2CCCCC2)ccc1OCc1ccc(C(=O)O)cc1	-18%	4%	-1	6	?	-20	7%	3%	-6%
NC(=O)c1nsc(C(=O)N(c2ccccc2)C(C(=O)NCC2CCCO2)c2cccs2)c1N (stereo not drawn)	13%	4%	6	44	0%	-9	0%	0%	-7%
CSc1ccc(C(=O)NCC(=O)O)cc1[N+](=O)[O-]	8%	3%	1	0	7%	-9	0%	4%	3%
CCn1c(N2CCN(S(=O)(=O)CC)CC2)nc2ccccc21	12%	-8%	5	4	11%	26	0%	4%	?
CS(=O)(=O)c1ccc(Cl)c(NC(=O)C2CC(=O)N(Cc3ccco3)C2)c1 (stereo not drawn)	22%	-75%[inhibitor]	13	10	24%	-8	3%	-5%	26%
Cc1cc(O)c(/C=N/Nc2ccccc2Cl)c(=O)o1	?	2%	-4	-20	-4%	25	-9%	6%	3%
N#CCCn1cc(C(=O)O)c(-c2ccc3ccccc3c2)n1	10%	-1%	16	1	18%	1	-20%	6%	?
CCOC(=O)CSc1nc(N)c(C#N)cc1C#N	-7%	-697%[inhibitor]	-3	-11	2%	?	32%	0%	-6%
Cc1cc(O)c(NC(=S)NC(=O)c2ccc(-c3ccc(Cl)cc3)o2)cc1C	?	12%	-32	-76*	?	-20	-30%	-10%	-10%
CCNc1nc(N2CCOCC2)nc(N(c2ccccc2)c2ccccc2)n1	1%	0%	-5	-2	6%	33	-3%	0%	3%
COCCN(C(=O)Nc1ccc(F)cc1F)c1nc2ccccc2s1	18%	-5%	-3	-3	10%	25	13%	10%	23%
Cc1cccc(-n2c(SCC(=O)N(C)C3CCS(=O)(=O)C3)nc3ccccc3c2=O)c1C (stereo not drawn)	8%	?	5	-4	7%	-6	11%	0%	0%
CC(C)OC(=O)N(C)C[C@@H]1OCc2cn(nn2)CCCC(=O)N([C@H](C)CO)C[C@H]1C	12%	nt	-3	28	9%	18	1%	?	?
CCOc1ccccc1NC(=S)NC1CC2CCC1C2 (stereo not drawn)	-1%	5%	-4	-8	3%	12	-2%	2%	-3%
Cc1ccc(Nc2nnc(SCc3nc4ccccc4c(=O)[nH]3)s2)cc1	-12%	?	-1	9	0%	80	-3%	2%	-1%
Cc1cccc(C2=NN(c3ccccc3)[C@H](CO)[C@H]2c2ccc(F)cc2)c1	?	5.2µM*	9	53	?	-22	7%	0%	0%

Full records, looked up by structure:
CCOc1ccccc1NC(=S)NC1CC2CCC1C2 (stereo not drawn) across the screens: HT1080 IDH1KD tx = -1%; SW480 rerep = 5%; D3 ag = -4; D3 antag = -8; HT1080NT lethal = 3%; IL1B secr inh = 12; GLP1R ag = -2%; KB-3-1 cytotox = 2%; KB-V1 MDR tox = -3%
Cc1cccc(-n2c(SCC(=O)N(C)C3CCS(=O)(=O)C3)nc3ccccc3c2=O)c1C (stereo not drawn) across the screens: HT1080 IDH1KD tx = 8%; SW480 rerep = ?; D3 ag = 5; D3 antag = -4; HT1080NT lethal = 7%; IL1B secr inh = -6; GLP1R ag = 11%; KB-3-1 cytotox = 0%; KB-V1 MDR tox = 0%

(further entries)
SMILES	HT1080 IDH1KD tx	SW480 rerep	D3 ag	D3 antag	HT1080NT lethal	IL1B secr inh	GLP1R ag	KB-3-1 cytotox	KB-V1 MDR tox
COc1ccc2c(c1)C=C(CN1CCN(Cc3ccccc3C)C(CCO)C1)CO2 (stereo not drawn)	?	7%	-24	?	?	?	6%	3%	-9%
Cc1nc2[nH]onc2c2nccc(=O)c12	-3%	1%	0	?	-10%	-4	2%	-1%	-1%
COc1ccc2nc(NN=C(C)c3ccccn3)cc(C)c2c1	12µM*	?	-4	?	-29%	-102*	16%	?	1.2µM*
CC(C)Nc1nc(NC(N)=S)nc(NC(C)C)n1	-2%	2%	6	6	-1%	7	12%	11%	-39%
CC(=O)NC12CC3CC(C1)CC(C(=O)N1CCN(S(=O)(=O)c4cccs4)CC1)(C3)C2	5%	9%	-3	-11	-1%	17	-6%	-5%	5%
CCOC(=O)N1CCC(NC(=O)C2CCCCN2S(=O)(=O)c2ccc(F)cc2)CC1 (stereo not drawn)	2%	-4%	1	42	25%	0	1%	24%	14%
CC(C)Oc1ccc(C(=O)Nc2ccccc2N2CCCC2)cc1	-10%	-22%	-5	7	-9%	-7	11%	0%	?
O=C(Nc1cccc2ccccc12)c1cn(-c2ccccc2)nc1-c1cccs1	8%	7%	6	-14	19%	?	-25%	1%	?
OCCN=C1CCCc2c1[nH]c1ccc(Br)cc21	0%	-2%[9.22 µM]	-8	1	-5%	-10	?	1µM*	0.33µM*
Cc1cccc(C(=O)Nc2cc(OCc3cccc(F)c3)c(Cl)cc2Cl)c1	6%	-5%	0	?	8%	8	-10%	-1%	-29%
C[C@@H]1O[C@H](C2CCCC2)CC2=C1C(=O)OC(C)(C)O2	4%	nt	-3	-11	19%	28	-3%	-3%	?
COc1ccccc1C(=O)NC(=O)CSc1nnc(N)s1	8%	-23%	4	-6	8%	20	-1%	14%	0%
Cc1ccc(NC(=O)CCC(=O)N/N=C/c2coc3ccc(F)cc3c2=O)cc1	-17%	-12%	15	7	0%	5	0%	-28%	16%
Cc1ccc(S(=O)(=O)NC(=O)C2(C)CCN2C(=O)CCc2ccc(Cl)cc2Cl)nc1 (stereo not drawn)	18%	nt	4	-8	11%	-5	-6%	0%	4%
N#Cc1ccc(CSc2nc(N)cc(N)n2)cc1	9%	4%[1.84 µM]	-11	-55*	6%	-26	0%	5%	?

3 compounds out of the list, sorted by SMILES length, largest number first.
SMILES	HT1080 IDH1KD tx	SW480 rerep	D3 ag	D3 antag	HT1080NT lethal	IL1B secr inh	GLP1R ag	KB-3-1 cytotox	KB-V1 MDR tox
CC(=O)NC12CC3CC(C1)CC(C(=O)N1CCN(S(=O)(=O)c4cccs4)CC1)(C3)C2	5%	9%	-3	-11	-1%	17	-6%	-5%	5%
O=C(Nc1cccc2ccccc12)c1cn(-c2ccccc2)nc1-c1cccs1	8%	7%	6	-14	19%	?	-25%	1%	?
COc1ccccc1C(=O)NC(=O)CSc1nnc(N)s1	8%	-23%	4	-6	8%	20	-1%	14%	0%

Given with values under each structure: part of the list above.
Values in the order: HT1080 IDH1KD tx, SW480 rerep, D3 ag, D3 antag, HT1080NT lethal, IL1B secr inh, GLP1R ag, KB-3-1 cytotox, KB-V1 MDR tox
> O=C(Nc1cccc2ccccc12)c1cn(-c2ccccc2)nc1-c1cccs1
  8%, 7%, 6, -14, 19%, ?, -25%, 1%, ?
> CC(C)Oc1ccc(C(=O)Nc2ccccc2N2CCCC2)cc1
  -10%, -22%, -5, 7, -9%, -7, 11%, 0%, ?
> CCOC(=O)N1CCC(NC(=O)C2CCCCN2S(=O)(=O)c2ccc(F)cc2)CC1 (stereo not drawn)
  2%, -4%, 1, 42, 25%, 0, 1%, 24%, 14%

Screens: PubChem BioAssay, National Center for Advancing Translational Sciences (NCATS)
